Compound activity deposited in PubChem by National Center for Advancing Translational Sciences (NCATS).
pAkt inh = blocks phosphorylation of Akt; hit rate 0.32% among 360,000; activity change, % for hits at 50 µM; Neuro2A IGF-stimulated pAkt S473 HTRF, 20 min; stronger effect = lower value; AID 651550; in the data active means activity change below about -80%; inconclusive means mostly about -51% to -80%; further: on the % scale 0 is the no-effect control and ±100 the full control effect
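Neuro2A cells in DMEM with 0.5% FBS, overnight at 37 deg C, given compound at single 50 µM final, then IGF (6 nM final) for 20 min at 37 deg C. Lysed; phospho-Akt Ser473 by HTRF after 24 h, 665/615 ratio.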
DRD3 agonist = D3 dopamine receptor (human) agonism; max activation, %; D3R DiscoveRx beta-arrestin cells, luminescence, 90 min; AID 652048; hit rate 0.58% among 410,000; P35462; in the data active means max activation above about 30%; further: 0% is about no effect; mostly tested at two doses, the higher about 12 µM
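Cells at 1500/well, incubated overnight, then treated with pinned compounds (dopamine as control) for 90 min at 37 degrees C. DiscoveRx reagent added for 30 - 60 minutes at room temperature; luminescence read.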
EPAC2 agonist = agonists of human EPAC2 (RAPGEF4). EPAC2 activation, biochemical qHTS; response scale: 100% = 6.5 mM cAMP response. hit rate 0.079% among 360,000. Q8WZA2. Potency, µM (series often up to 154 µM), without a hit: top-dose activation, usual class: activators; further: potency means the concentration at half of the fitted maximal effect; nearly all actives have a fitted effect of over 50% in size
Target sequence (Q8WZA2 whole entry, looked up): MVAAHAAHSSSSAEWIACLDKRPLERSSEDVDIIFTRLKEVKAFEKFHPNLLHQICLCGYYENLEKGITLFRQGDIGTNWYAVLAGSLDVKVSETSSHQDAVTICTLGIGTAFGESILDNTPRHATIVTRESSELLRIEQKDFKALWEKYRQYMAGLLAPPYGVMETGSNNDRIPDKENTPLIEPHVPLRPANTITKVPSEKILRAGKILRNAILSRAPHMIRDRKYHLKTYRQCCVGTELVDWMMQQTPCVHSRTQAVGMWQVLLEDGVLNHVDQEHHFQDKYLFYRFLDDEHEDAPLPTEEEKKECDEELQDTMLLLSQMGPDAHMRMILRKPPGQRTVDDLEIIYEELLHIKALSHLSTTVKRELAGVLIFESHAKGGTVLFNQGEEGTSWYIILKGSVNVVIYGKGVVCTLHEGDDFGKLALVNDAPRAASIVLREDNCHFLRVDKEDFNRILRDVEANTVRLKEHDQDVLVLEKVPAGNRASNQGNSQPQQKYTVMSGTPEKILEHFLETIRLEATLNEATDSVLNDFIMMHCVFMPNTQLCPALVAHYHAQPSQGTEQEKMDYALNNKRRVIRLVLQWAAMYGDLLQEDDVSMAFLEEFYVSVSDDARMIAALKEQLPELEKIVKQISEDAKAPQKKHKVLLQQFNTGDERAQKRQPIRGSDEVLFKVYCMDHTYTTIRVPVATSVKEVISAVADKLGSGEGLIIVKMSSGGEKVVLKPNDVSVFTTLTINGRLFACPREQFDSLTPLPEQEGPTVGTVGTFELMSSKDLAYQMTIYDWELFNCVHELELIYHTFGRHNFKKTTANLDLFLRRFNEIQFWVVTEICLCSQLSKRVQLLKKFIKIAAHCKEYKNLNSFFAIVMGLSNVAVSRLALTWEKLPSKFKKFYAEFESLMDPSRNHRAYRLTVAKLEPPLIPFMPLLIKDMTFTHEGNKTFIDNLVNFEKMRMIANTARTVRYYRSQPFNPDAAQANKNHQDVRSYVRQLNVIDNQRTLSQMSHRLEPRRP
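Guanine nucleotide exchange by EPAC2 is measured as reduced fluorescence of BODIPY-GDP once it is released from 250 nM Rap1B. Plates are read kinetically for 30 min at room temperature; results are scaled to 6.5 mM cAMP.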
EPAC2 antagonist = EPAC2 (human) antagonism. hit rate 0.18% among 360,000. EPAC2 GEF exchange of Rap1B-BODIPY-GDP, fluorescence. Q8WZA2. Potency, µM (highest dose often 114 µM), inactives show at the highest dose activity, negative = inhibition, usual class: inhibitors; further: potency means the concentration at half of the fitted maximal effect; on the % scale 0 is the no-effect control and ±100 the full control effect; nearly all actives have a fitted effect of over 45% in size; many of its hits are not listed in these tables
CCT chaperon mod = modulators of cytosolic chaperonin (CCT/TRiC) activity; purified chaperonin ATPase assay, HTRF ADP detection, 30 min; activity change, % (concentration not given with the values), hits read low; hit rate 0.3% among 360,000; AID 651819; in the data active means activity change below about -30%; further: on the % scale 0 is the no-effect control and ±100 the full control effect
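TRiC (40 or 20 nM final, by batch activity) in 30 mM Tris pH 7.4, 100 mM KCl, 5 mM MgCl2, 1 mM DTT was treated with compound at 76 uM single dose, then 10 uM ATP, 30 min at 37 °C. ADP was read by HTRF Transcreener.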
MmCpn inh = inhibitors of Methanococcus maripaludis chaperonin (MmCpn) | purified Mm-Cpn ATPase, ADP Transcreener TR-FRET | Potency, µM (doses to about 76.9 µM), without a hit: top-dose activity, negative = inhibition, actives largely listed as inhibitors | hit rate 0.031% among 330,000 | AID 504842; further: potency means the concentration at half of the fitted maximal effect; on the % scale 0 is the no-effect control and ±100 the full control effect; nearly all actives have a fitted effect of over 80% in size
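ATPase read-out: TR-FRET ADP immunoassay (anti-ADP Eu cryptate vs ADP-d2), ex 320 nm, em 590/665 nm; signal drops as ADP forms. Enzyme 25 nM, ATP 10 uM, 30 min at 37°C after 10 min compound preincubation.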
DRD3 antagonist = D3 dopamine receptor (human) antagonism. hit rate 2.5% among 360,000. P35462. max response, negative = inhibition, %. D3R cells, DiscoveRx beta-arrestin luminescence, antagonist mode; stronger effect = lower value; in the data active means max response below about -50%; inconclusive means no clear call, values can overlap the other calls; further: on the % scale 0 is the no-effect control and ±100 the full control effect; mostly tested at two doses, the higher about 12 µM
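Cells plated overnight at 1500 cells/well, then exposed to library compounds with dopamine controls for 90 minutes at 37 degrees C. DiscoveRx reagent added for 30–60 minutes at room temperature; luminescence read, quantitative HTS format.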
PTHR1 ag = PTHR1 (human) receptor agonism. Q03431. HEK293 GP2 PTHR1 cells, GloSensor cAMP luminescence, 1 h. Potency, µM (titrated, usually from 115 µM), for the others: at the top dose activation, usual class: activators. hit rate 0.075% among 410,000; further: potency means the concentration at half of the fitted maximal effect; nearly all actives have a fitted effect of over 55% in size; some results filed as inactive show a strong effect at the top dose; inactives centre near -15; many of its hits are not listed in these tables
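HEK-293-derived GP2 cells expressing PTHR1 and a GloSensor cAMP reporter, 3,000/well, plated overnight, given luciferin plus IBMX (each 0.5 mM as added) for 1 h at 37 °C, then compound for 1 h at 37 °C. Luminescence was read after 15 min at room temperature.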
Starred values were filed as active, the others as inactive; i = inactive; u = inconclusive; x = no result given; & = joins results of further samples; [ ] = remark or other dose. Unless noted, the call rests on the fitted dose curve; in most records, active means well fitted curve in the direction sought with a large enough effect; inconclusive means small, poorly fitted or top-dose-only effect, or another doubt; inactive means no such curve, though single readings can be large; an effect the other way counts as inactive or inconclusive. This is a subset. The share of hits here may be higher or lower than overall.

SMILES	pAkt inh	DRD3 agonist	EPAC2 agonist	EPAC2 antagonist	CCT chaperon mod	MmCpn inh	DRD3 antagonist	PTHR1 ag
CCOC(=O)CSc1nc2cc3c(cc2cc1C#N)OCCO3	i	4	4%	-7%	-39*	-28%	-19	i
CCC12CC1(C(=O)OC)C(=O)N1CCc3c([nH]c4ccccc34)C12 (configuration not stated)	i	14	2%	-7%	-4.5	x	0	-8%
COc1cc(S(=O)(=O)NCCCN2CCOCC2)ccc1-n1cnnn1	i	-6	7%	1%	-1.9	0%	0	-37%[inhibitor]
Cc1ccc(CSCC(=O)Nc2c(C)n(C)n(-c3ccccc3)c2=O)cc1	i	-3	9%	-2%	-1.0	0%	-23	-2%
CCN(CCn1cccn1)C(=O)c1cc(COc2cc(C)ccc2C)on1	i	2	-2%	-26%	0.3	-1%	0	-75%[inhibitor]
Cc1cc(Cl)ccc1C(=O)C1CCCN(C(=O)c2cc(C(C)C)no2)C1 (configuration not stated)	i	-6	8%	-2%	-3.1	2%	-19	-73%[inhibitor]
COc1cc(C(=O)Nc2nc3ccc(S(C)(=O)=O)cc3s2)cc(OC)c1C	i	-1	-2%	0%	1.1	-1%	34	i
CN(C)C(=O)NCc1ccc(S(N)(=O)=O)cc1	x	-5	14%	-2%	-3.3	1%	-20	-5%[57.5 µM]
COc1ccc(Cl)cc1NC(=O)C(C)NC(c1ccccc1)c1ccccc1 (configuration not stated)	i	-3	1%	4%	-2.4	2%	-29	i
O=C(Cc1ccc(Cl)c(Cl)c1)NC1CCCCCC1	i	-1	8%	6%	-2.5	0%	7	-24%
CCOc1ccccc1NC(=O)CN(c1cc(C)cc(C)c1)S(=O)(=O)c1c(C)noc1C	i	-8	4%	u	-3.3	2%	0	i
Cn1c(Cn2c(=O)sc3ccccc32)nnc1SCc1ccccc1F	i	-9	-3%	6%	-0.2	0%	-1	-19%
CCOC(=O)c1ccc(COC(=O)c2nonc2N)cc1	i	2	3%	4%	0.9	1%	6	-1%[57.5 µM]
COc1ccc(C)cc1NC(=O)CN1CCN(S(=O)(=O)c2ccc(C(C)C)cc2)CC1	i	-2	0%	-7%	2.9	u	0	i
COc1ccc(Nc2nc3ccccc3nc2-n2nc(C)cc2C)cc1	i	-5	-22%	-27%	-1.0	0%	-1	-22%
CC1CCCCN1C(=O)CSc1nc(C2CC2)nc2ccccc12 (configuration not stated)	i	12	11%	-8%	-2.6	-3%	31	i
O=C(CSc1nc(=O)n2ccccc2n1)Nc1ccc2c(c1)OCCO2	i	-3	-3%	-9%	-2.3	1%	-8	i
CC(C)Nc1nc(NC(C)C)nc(N(C#N)CCOc2ccc(Cl)cc2Cl)n1	i	-1	15%	-23%	0.1	0%	17	u
O=C(CN1C(=O)c2cccc3cccc1c23)NCc1ccccn1	i	0	1%	15%	0.5	-4%	-28	-9%
O=c1ccn(Cc2ccccc2)cc1	i	23	-2%	5%	-2.1	-2%	12	i
CCN(CCCc1ccccc1)CCCc1ccccc1	i	-84&-22	0%	-5%	-2.1	3%[15.4 µM]	-96*	9%
Cc1cc(Br)c2c(c1)C(O)(N1CCCCC1C)C(=O)N2 (configuration not stated)	i	22	-3%	u	-0.6	-1%	11	i
CC(=O)N(C)C1=C(N2CCOCC2)C(=O)c2ccccc2C1=O	i	-33	1%	-1%	0.5	-3%	-57*	-29%
CCOc1ccc(NC(=O)N2CCN(CC)CC2)cc1	i	-9	-1%	7%	-0.5	0%	7	i
Cc1ccc(NC2=C(Cl)C(=O)OC2OC(=O)c2ccco2)cc1C (configuration not stated)	i	19	-6%	-6%	0.5	-1%	8	i
CC(NC(=O)Nc1ccccc1)C(c1ccccc1)N1CCOCC1 (configuration not stated)	i	7	2%	15%	-2.4	-5%	1	i
CC(=O)C1=C(C)NC(=O)NC1c1ccc(Cl)cc1 (configuration not stated)	i	1	15%	-1%	-0.7	-3%	-3	-4%
CC(/C=C1\N=C(SCc2ccccc2Cl)SC1=O)=C\c1ccccc1	i	-2	3%	-2%	1.3	1%	1	-19%
Cn1nnc(NC(=O)c2ccccc2)n1	i	-4	-4%	4%	1.7	0%	21	i
N#CC1=C2CCCCC2(O)NC1=O (configuration not stated)	i	-1	6%	5%	-0.1	x	8	i
Cc1ccccc1CCN(C(=O)c1csnn1)C(C(=O)NC1CCCC1)c1ccco1 (configuration not stated)	i	-6	5%	-2%	0.4	-1%	-23	-9%
COc1ccccc1NS(=O)(=O)c1cc(N=N/C(C(=O)Nc2ccc(Cl)cc2)=C(/C)O)ccc1C	i	2	-2%	1%	1.7	2%	-10	i
CN(c1ccc(F)cc1)S(=O)(=O)c1ccc(Cl)c(C(=O)OCC(=O)NC2CC2)c1	i	0	4%	0%	-1.0	1%	31	i
Cc1cccc(C)c1NC(=O)C(c1ccc(C#N)cc1)n1c(=O)c(-c2ccco2)nc2ccccc21 (configuration not stated)	i	-4	-4%	-3%	x	x	-5	i
N#CCOC(=O)c1sccc1-n1cccc1	i	1	6%	7%	2.5	-1%	u	-6%
CCOC(=O)c1csc(-c2ccc(COC(=O)c3ccccc3)o2)n1	i	4	10%	-3%	0.4	x	6	-14%
COc1cccc(/C(C)=N/Nc2ccc(S(=O)(=O)N3CCCCC3)cn2)c1	i	0	14%	4%	3.4	1%	-9	i
COc1ccc(OC)c(NC(=O)Cn2cc(C#N)c3ccccc32)c1	i	-14	9%	-3%	-0.6	0%	-15	i
CCOc1ccc(-c2noc(CCCC(=O)NCC3CCCO3)n2)cc1OC (configuration not stated)	i	8	0%	4%	-0.6	-8%	0	-18%
COC(=O)[C@]12CCCCC=C1N(Cc1ccc(Cl)cc1Cl)C(=O)[C@H](CC(=O)N1CCCCC1)C2	i	2	5%	-7%	-0.3	x	20	-32%[inhibitor]
Cc1ccc(S(=O)(=O)N2CCN(C(=O)c3cc(C4CC4)nn3-c3ccccc3)CC2)cc1	i	0	3%	6%	0.5	x	-3	-48%[inhibitor]
COc1ccc(NC(=O)CSc2nnc(-c3ccccc3)n2Cc2ccco2)cc1OC	i	7	1%	-1%	-3.3	2%	21	-12%
CC(=O)Nc1ccc(NC(=O)CSc2nnnn2C2CCCCC2)cc1	i	-21	4%	2%	-0.4	2%	-18	i
Cc1ccsc1C(=O)OCC(=O)NCCc1ccccc1	i	-10	0%	0%	-1.3	2%	-4	-14%
COc1ccc(-n2c(C)cc(C(=O)CN3C(=O)NC4(CCc5ccccc54)C3=O)c2C)cc1 (configuration not stated)	i	1	11%	-6%	-0.6	1%	u	i

Ordered by count of non-hydrogen atoms (lowest first): part of the list above
SMILES	pAkt inh	DRD3 agonist	EPAC2 agonist	EPAC2 antagonist	CCT chaperon mod	MmCpn inh	DRD3 antagonist	PTHR1 ag
COc1cccc(/C(C)=N/Nc2ccc(S(=O)(=O)N3CCCCC3)cn2)c1	i	0	14%	4%	3.4	1%	-9	i
COc1ccc(NC(=O)CSc2nnc(-c3ccccc3)n2Cc2ccco2)cc1OC	i	7	1%	-1%	-3.3	2%	21	-12%
COC(=O)[C@]12CCCCC=C1N(Cc1ccc(Cl)cc1Cl)C(=O)[C@H](CC(=O)N1CCCCC1)C2	i	2	5%	-7%	-0.3	x	20	-32%[inhibitor]

(list continues)
SMILES	pAkt inh	DRD3 agonist	EPAC2 agonist	EPAC2 antagonist	CCT chaperon mod	MmCpn inh	DRD3 antagonist	PTHR1 ag
COc1cccc(N2C(=O)C(CC(=O)Nc3ccccc3)N(C3CCCCC3)C2=O)c1 (configuration not stated)	i	1	1%	0%	-0.8	4%	8	i
O=C(O)CC1c2ccccc2CCN1S(=O)(=O)c1ccc(F)cc1 (configuration not stated)	i	9	10%	12%	-2.3	0%	17	i
CCCS(=O)(=O)NC(=O)C1(C)CCN(C(=O)c2ccc(OC)c(F)c2)C1 (configuration not stated)	i	-1	3%	-3%	-0.2	x	1	i
COCCNC(=O)C1(C)CCCN(C(=O)c2cccnc2SC)C1 (configuration not stated)	i	10	-1%	-1%	-2.4	x	57	-25%
COc1cccc(NC(=O)Cn2c3ccc(F)cc3c3nc4n(c(=O)c32)CCCS4)c1	i	4	5%	-9%	-0.3	u	13	-23%
O=C(CN1C(=O)COc2ccccc21)N(Cc1ccccc1)Cc1ccccn1	x	-1	8%	-3%	-1.7	-8%	-29	i
COc1ccc(CNC(=O)[C@H](C)NC(=O)C2CC(=O)N(c3ccc(OC)cc3)C2)cc1 (some centres not stated)	i	-7	11%	1%	-0.3	-8%	-13	i
COc1ccc(NC(=O)C2CCCCN2S(=O)(=O)c2ccc(F)cc2)cc1 (configuration not stated)	i	-8	14%	-10%	-0.7	0%	-27	-13%
Cc1cccc(C(=O)NC(=S)Nc2ccc(N3CCOCC3)cc2)c1	i	0	0%	0%	1.0	0%	0	-36%[inhibitor]
c1ccc(-c2nn3c(-c4ccccc4)nnc3o2)cc1	i	0	12%	u	-2.6	x	5	i
Cc1ccc2nc3n(c(=O)c2c1)-c1cc2ccccc2cc1C(=O)NC3CC(C)C (configuration not stated)	i	2	-8%	8%	-0.9	x	-14	-27%
Cc1ccc(S(C)(=O)=O)cc1C(=O)OCC(=O)N1CCCC1=O	i	-2	5%	-4%	-4.2	-8%	8	i
COc1cc(/C=C/c2noc(-c3ccccc3O)n2)cc(OC)c1OC	i	4	1%	-5%	0.7	-2%	13	i
CC[N+]1(C)CCC(O)(c2ccc(OC)cc2)C(C(=O)c2ccc(OC)cc2)C1 (configuration not stated)	i	-10	3%	13%	1.4	x	u	-22%
NC(=O)c1nsc(C(=O)N(c2ccccc2)C(C(=O)NCC2CCCO2)c2ccc3ncccc3c2)c1N (configuration not stated)	i	6	5%	4%	-2.6	-23%	26	-13%
O=C(CSCc1ccccc1Cl)NN1C(=O)c2ccccc2C1=O	i	0	11%	0%	-2.2	3%	5	i
O=C(Nc1nc2ccc(S(=O)(=O)N3CCCC3)cc2s1)C1CCCO1 (configuration not stated)	i	-3	12%	-7%	-4.0	-3%	-8	11%
